Bioassay records deposited in PubChem by National Center for Advancing Translational Sciences (NCATS).
FEN1 inhibitor: blocks human flap endonuclease 1; AID 588795; Recombinant FEN1 flap cleavage, fluorescence, 15 min; P39748; 390,000 compounds, 0.35% hits; Potency, µM (titrated, usually from 114 µM), for the others: top-dose activity change, negative = inhibition, actives largely listed as inhibitors; further: nearly all actives have a fitted effect of over 65% in size
Target sequence (P39748 whole entry, looked up): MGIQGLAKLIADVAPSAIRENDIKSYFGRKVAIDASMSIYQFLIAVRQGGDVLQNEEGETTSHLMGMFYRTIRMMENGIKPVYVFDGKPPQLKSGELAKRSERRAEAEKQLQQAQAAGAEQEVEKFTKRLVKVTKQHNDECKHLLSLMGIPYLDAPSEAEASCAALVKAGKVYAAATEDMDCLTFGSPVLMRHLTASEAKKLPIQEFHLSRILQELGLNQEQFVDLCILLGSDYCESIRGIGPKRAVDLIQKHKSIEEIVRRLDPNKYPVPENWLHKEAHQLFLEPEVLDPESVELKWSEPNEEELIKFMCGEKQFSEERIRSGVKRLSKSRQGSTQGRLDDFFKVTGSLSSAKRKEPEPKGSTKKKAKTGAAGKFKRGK
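Compounds are tested as a concentration series against 10 nM FEN1; after a 15 min room-temperature preincubation, 50 nM substrate starts cleavage, with plate reads at 0 and 15 min. Normalized responses are fitted by a Hill equation.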
TDP1 cell CPT: DT40-hTDP1 cell growth loss with CPT | chicken DT40 Tdp1-/-;hTDP1 cells + 20 nM CPT, ATP luminescence, 48 h | Potency, µM (doses to about 46.2 µM), inactives show at the highest dose activity change, negative = growth inhibition, most hits filed as inhibitors | 420,000 compounds, 12% hits | AID 686979; further: nearly all actives have a fitted effect of over 55% in size
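Cell growth measured by CellTiter-Glo luminescence after a minimum 48 h, 37 C compound exposure with 20 nM CPT in Tdp1-knockout DT40 cells stably expressing hTDP1, seeded 400/well; qHTS titration format.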
N370S GC mod: inhibitors or activators of N370S glucocerebrosidase for Gaucher disease; N370S GC spleen homogenate, 4MU-glucoside fluorescence; Potency, µM (series often up to 59.4 µM), inactives show at the top dose activity change, negative = inhibition, most hits filed as inhibitors; 330,000 compounds, 0.092% hits;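 further: 0% = full enzyme activity and -100% = no enzyme basal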
* = called active by the depositor; u = inconclusive; x = no result given; & = joins results of further samples; [ ] = remark or other dose. The call rests on the fitted dose curve; in most records, active means well fitted curve in the direction sought with a large enough effect; inconclusive means small, poorly fitted or top-dose-only effect, or another doubt; inactive means no such curve, though single readings can be large; an effect the other way counts as inactive or inconclusive. Unless noted, on the % scale 0 is the no-effect control and ±100 the full control effect; potency means the concentration at half of the fitted maximal effect. Not all compounds are listed, so the mix of outcomes need not match the whole.

SMILES	FEN1 inhibitor	TDP1 cell CPT	N370S GC mod
CCOc1c(C)cc2[nH]c(CCC(=O)O)nc2c1C	-3%	1%	-3%
COc1ccc(C(C(=O)NC2CCCC2)N(C(=O)c2ccco2)c2cc3c(cc2C(C)=O)OCO3)cc1 (configuration not stated)	-2%	7%	1%
CNc1ccccc1C(=O)OCC(=O)c1ccccc1	-21%	-20%	-6%[12.8 µM]
O=C(c1ccc(Br)cc1)C(CN1CCOCC1)c1ccccc1 (configuration not stated)	-2%	1.3µM*	-2%
CCCCCCOC(=O)c1ccc(OC(=O)c2cccnc2)cc1	u	-4%	4%
CC(=O)c1cc(C#N)c(SCC(=O)C(C)(C)C)nc1C	0%	2.8µM*	4%
O=c1oc(CCO)cc2ccc(Br)cc12	-21%	0%	x
O=C(COC(=O)c1cc(=O)[nH]c2ccccc12)NC(=O)NC1CCCCC1	13%	-1%	29%
CCOC(=O)Cc1csc(NC(=O)c2ccc(S(=O)(=O)N3CCCC3)cc2)n1	-4%	u	-2%
O=C(NCC(c1ccco1)S(=O)(=O)c1ccc(Cl)cc1)c1ccccc1F (configuration not stated)	-5%	u	x
CCCOc1ccc(-c2c(=O)n(OCC(=O)OCC)c3ccccc3[n+]2[O-])cc1	22%	-3%	17%
O=C(Nc1ccc([N+](=O)[O-])cc1)c1cc2ccccc2nc1Cl	12%	u	20%
C=C(C)COc1ccc2c(c1)CCC1C2CCC2(C)C(=O)C(=NO)CC12 (configuration not stated)	-3%	16µM*	x
CCC(=O)NCCc1sc2nc(-c3ccc(OC)cc3)nn2c1C	5%	-25%	x
Cc1nc2ccc(S(=O)(=O)N(C)CC(=O)N3CCc4ccccc4C3)cc2s1	-8%	u	4%
CCC(=O)N1N=C(c2c(-c3ccccc3)c3cc(Cl)ccc3[nH]c2=O)CC1c1ccco1 (configuration not stated)	3%	18µM*	-16%
Cc1cc(C)c(C)c(S(=O)(=O)Nc2ccc3cn[nH]c3c2)c1C	16%	u	x
Cc1ccc2c(CSc3nnc(C4CC4)n3N)cc(=O)oc2c1C	2%	0%	8%
O=C(O)CCN1C(=O)CC(N2C(=O)/C(=C/c3ccc(Cl)cc3)SC2=S)C1=O (configuration not stated)	2%	-27%	0%
Nc1nc(-c2ccccn2)nc(N)c1Cc1c(F)cccc1Cl	-4%	1.8µM*	5%
O=C(CN1CCN(c2ccccc2Cl)CC1)NC1CCCc2ccccc21 (configuration not stated)	-13%	u	-3%
CCN(CC)c1ccc(C(=O)OCC(=O)N(C(C)C)C(C)C)cc1	9%	-9%	27%
O=S(=O)(O)c1cc(O)c2cc(Nc3ccccc3)ccc2c1	50µM*	-11%	x
N#CC(=C1C=CC(=NO)C(Cl)=C1)c1ccc(Cl)cc1	3%	4.6µM*	x

14 entries from above, ordered by SMILES length, rising.
SMILES	FEN1 inhibitor	TDP1 cell CPT	N370S GC mod
O=c1oc(CCO)cc2ccc(Br)cc12	-21%	0%	x
Nc1nc(-c2ccccn2)nc(N)c1Cc1c(F)cccc1Cl	-4%	1.8µM*	5%
N#CC(=C1C=CC(=NO)C(Cl)=C1)c1ccc(Cl)cc1	3%	4.6µM*	x
Cc1ccc2c(CSc3nnc(C4CC4)n3N)cc(=O)oc2c1C	2%	0%	8%
O=C(CN1CCN(c2ccccc2Cl)CC1)NC1CCCc2ccccc21 (configuration not stated)	-13%	u	-3%
CCN(CC)c1ccc(C(=O)OCC(=O)N(C(C)C)C(C)C)cc1	9%	-9%	27%
O=C(Nc1ccc([N+](=O)[O-])cc1)c1cc2ccccc2nc1Cl	12%	u	20%
O=C(NCC(c1ccco1)S(=O)(=O)c1ccc(Cl)cc1)c1ccccc1F (configuration not stated)	-5%	u	x
O=C(COC(=O)c1cc(=O)[nH]c2ccccc12)NC(=O)NC1CCCCC1	13%	-1%	29%
Cc1nc2ccc(S(=O)(=O)N(C)CC(=O)N3CCc4ccccc4C3)cc2s1	-8%	u	4%
CCOC(=O)Cc1csc(NC(=O)c2ccc(S(=O)(=O)N3CCCC3)cc2)n1	-4%	u	-2%
CCCOc1ccc(-c2c(=O)n(OCC(=O)OCC)c3ccccc3[n+]2[O-])cc1	22%	-3%	17%
O=C(O)CCN1C(=O)CC(N2C(=O)/C(=C/c3ccc(Cl)cc3)SC2=S)C1=O (configuration not stated)	2%	-27%	0%
CCC(=O)N1N=C(c2c(-c3ccccc3)c3cc(Cl)ccc3[nH]c2=O)CC1c1ccco1 (configuration not stated)	3%	18µM*	-16%

(list continues)
SMILES	FEN1 inhibitor	TDP1 cell CPT	N370S GC mod
COC(=O)C(C)Sc1nc2c(c(=O)[nH]c(=O)n2C)n1CCCc1ccccc1 (configuration not stated)	-13%	10%	10%
COc1cc(-c2nnc(CSc3nnc4nc(C)cc(C)n34)o2)cc(OC)c1OC	1%	1%	-1%
Cc1ccc(NC(=O)C2CCCN(S(=O)(=O)c3cn(C(C)C)cn3)C2)c(C)c1 (configuration not stated)	-5%	-19%	x
CCCN(Cc1cc2cccc(C)c2[nH]c1=O)C(=O)c1cccc(Cl)c1	-9%	u	x
CN1CCN(c2ccc(S(=O)(=O)N3CCOCC3)cc2NC(=O)Cc2ccccc2F)CC1	13%	13%	x
COC(=O)c1ccc2nc3c(cc2c1)[C@@H]1CCN2C(=O)CCC[C@H](C3)[C@H]12	5%&-5%	-6%&-26%	x
COc1ccc(/C(N)=N/OC(=O)/C=C/c2ccccc2)cc1	-1%	3%	1%
Cc1ccc(NC(=O)C2CCN(c3ncccn3)CC2)cc1F	14%	-21%	x
Cc1ccccc1C(=O)NC(=S)Nc1ccc(S(=O)(=O)N(C)c2ccccc2)cc1	-12%	23µM*	-6%
COc1cccc(C(=O)C2CCCN(Cc3cccc(-n4cccn4)c3)C2)c1 (configuration not stated)	-18%	u	-7%
CCOC(=O)C1=C(CN2CCc3ccccc32)NC(=O)NC1c1cc(C)ccc1C (configuration not stated)	-16%	18µM*	x
COC(=O)c1sccc1NC(=O)CC1C(=O)NCCN1C(=O)Nc1ccc(C(F)(F)F)cc1 (configuration not stated)	-12%	u	-4%
CC(=O)C1=C(C)Nc2ncnn2C1c1cccc(Br)c1 (configuration not stated)	-5%	6%	-7%
O=c1cc(CO)oc(CN2CCN(Cc3ccccc3)CC2)c1O	1%	-5%	5%
COc1ccc(NC(=O)CSCC(=O)Nc2cccc(S(=O)(=O)N3CCCCCC3)c2)cc1	-9%	u	0%
COc1cc(NC(=O)CSc2nc3ccccc3nc2Cc2ccccc2OC)cc(OC)c1	-12%	u	x
Cc1ccc(S(=O)(=O)c2c(C)nn(C(C)(C)C)c2OC(=O)C(C)C)cc1	u	-11%	-9%
O=C(COC(=O)CCC(=O)c1ccc(F)cc1)Nc1ccc(Cl)cn1	-4%	-11%	x
O=C1CN(C(=O)COc2ccc(Cl)cc2)C(c2ccccc2)c2cc(Br)ccc2N1 (configuration not stated)	-13%	u	x
c1cncc(CNc2ncnc3ccc(-c4ccc5c(c4)OCO5)cc23)c1	u	x	-34%
COc1cc(S(=O)(=O)NCc2ccccn2)c(OC)cc1Cl	-14%	-3%	3%
COc1ccc(C(=O)N2CCN(c3nnnn3-c3ccccc3)CC2)cc1OC	0%	-2%	5%
C=CCOc1ccc(Cl)cc1CNCCCN1CCOCC1	8%	-17%	5%
COc1ccc(Nc2cc(C)nc(N3CCOCC3)n2)cc1	-2%	-12%	-9%
CCOC(=O)c1cc(-c2ccccc2)n(CCC(=O)O)c1C	4%	-26%	x
CC(=O)Nc1ccc(CN2CCCC(CO)(Cc3ccccc3C)C2)cc1 (configuration not stated)	-1%	u	3%
COCCN1Cc2cccc(C(=O)NCCCN3CCCC3=O)c2C1=O	3%	1%	-1%
COc1ccc(Cl)cc1NC(=O)CC(C)c1ccccc1 (configuration not stated)	-1%	u	u
CCc1ccc(CNC(=O)c2c(C)oc3ncn(CC(C)C)c(=O)c23)cc1	-22%	u	x
CCO[C@@H]1OC(C(=O)NC2CC2)=C[C@H](C2CC2)[C@H]1CCCO	18%	-17%	-4%
CCN1CCN(S(=O)(=O)Cc2ccccc2Cl)CC1	-6%	-18%	-24%
O=C(CSCc1ccccc1Br)N/N=C/c1ccccc1C(=O)O	4%	7%	12%
N#Cc1ccc(CSC2=NCCN2)cc1	2%	21µM*	9%
Cc1nn(-c2ccccc2)c(C)c1C(=O)OCC(=O)N(C)C1CCS(=O)(=O)C1 (configuration not stated)	30%[activator]	-23%	2%
Cc1cccc(NC(=O)c2ccccc2C(=O)Nc2cccc(C)c2)c1	4%	-1%	x
CC1=C(c2ccc(C(C)C)cc2)S(=O)(=O)NC1=NCCCN1CCN(c2ccccc2F)CC1	-5%	u	x
COc1ccccc1S(=O)(=O)Nc1ccc(-c2nnc3n2CCCCC3)cc1	1%	-3%	-13%
Cc1ccc(-c2nc(SC(C)C(=O)c3c(N)n(C)c(=O)n(C)c3=O)n[nH]2)cc1 (configuration not stated)	3%	u	-2%
COc1ccc(NC(=O)NC2CCCCCCC2)cc1	-4%	-28%	19%
COc1ccc(-n2c(=O)cc(N3CCN(Cc4ccccc4)CC3)[nH]c2=O)cc1	8%	0%	-1%
O=C(CSc1nc2ccccc2n1Cc1ccccc1)NCc1ccccc1	-5%	-24%	x
CC(C)CN1C(=O)c2ccc(C(=O)Nc3c[nH]c(=O)[nH]c3=O)cc2C1=O	4%	3%	-5%
Cc1nc(N/C(N)=N/S(=O)(=O)c2ccccc2)nc2ccccc12	-10%	-20%	x
O=C(Nc1ccc2c(c1)OCCO2)C1CCCN(S(=O)(=O)c2cccs2)C1 (configuration not stated)	-2%	13µM*	1%
COC(=O)c1ccc(/C=N/NS(=O)(=O)c2cc(C)ccc2C)cc1	-3%	u	-3%
CCOc1nc(OCC)nc(-n2cc(-c3ccccc3)nn2)n1	7%	-16%	17%
CC(C)(C)C1CCC(CN2C(Nc3ccccc3)=NC[C@@H]2Cc2ccccc2)CC1 (some centres not stated)	-19%	23µM*	x
Cc1c(/C=N/N2C(=O)C3C4C=CC(C4)C3C2=O)c2ccccc2n1C (configuration not stated)	3%	-6%	0%
O=C(COc1ccc(C(=O)c2ccccc2)cc1)NC1CCCCCC1	8%	26µM*	-6%
COc1ccc(Oc2nc(SC)nc3ccsc23)cc1	5%	u	4%
COc1ccc(Br)cc1CNC(=O)CCc1cn(Cc2ccc(C)cc2)c2ccccc12	12%	u	x
c1ccc(Sc2cccc3ccccc23)c(CNC2=NCCN2)c1	-5%	13µM*	-5%
CCOC(=O)C1=C(C)N=C2SC(C(=O)OC)=CC(=O)N2C1c1ccc(OC)cc1 (configuration not stated)	-2%	u	-8%
CCOC(=O)/C(=C/c1ccc(OC(=O)c2ccccc2)cc1)C(C)=O	2%	18µM*	7%
CSc1ncc(CN2CCN(C3CCCC3)C(CCO)C2)cn1 (configuration not stated)	17%	8%	-1%
CN(Cc1ccc(C(F)(F)F)cc1)C(=O)C1CCC(=O)N(C2CC2)C1 (configuration not stated)	0%	8%	-1%
Cc1ccc(CSc2nnc(Nc3ccc(C)cc3)s2)cc1	-2%	-23%	-12%
Cc1cc(NC(=O)COc2ccccc2C)no1	0%	-19%	5%
CCCCC1=CC2=C(c3ccco3)C(=O)C(C)(OC(=O)c3ccc(OC)cc3)C(=O)C2=CN1Cc1ccc2c(c1)OCO2 (configuration not stated)	-22%	9.2µM*	4%[12.8 µM]
COc1ccc(-c2cc([C@H]3[C@H]4C=CC[C@@H](C)[C@@H]4C(=O)N3Cc3ccccc3)ccc2F)cc1	-1%	13µM*	8%

The results go on:
SMILES	FEN1 inhibitor	TDP1 cell CPT	N370S GC mod
Cc1ccc(S(=O)(=O)Nc2cc(=O)[nH]c3c2CCC3)cc1	12%	4%	8%
COc1ccc(O)c(C(=O)C2c3ccccc3C(=O)N2c2ccc(C)cc2)c1 (configuration not stated)	-6%	7%	3%
O=C(Cn1c(=O)cnc2ccccc21)Nc1cccc(S(=O)(=O)N2CCOCC2)c1	-6%	7%	x
O=C(c1ccccc1)N1CCCN(c2nccc(C(F)(F)F)n2)CC1	-1%	-15%	-1%
Cc1onc(-c2ccccc2)c1C(=O)NC1C(=O)N2C(C(=O)O)C(C)(C)S[C@@H]12 (some centres not stated)	x	9%	0%
CN1CCN(C2=CC(=O)OC23CCCCC3)CC1	6%	2%	-2%
Cc1c(C(=O)NNC(=O)c2ccncc2)oc2ccccc12	-2%	23%	x
